Screening data as filed in PubChem.
COUP-TFII inh – blocks human COUP-TFII nuclear receptor; HEK293T NGFI-A luciferase reporter, luminescence; inhibition, % at 8.6 µM; 370,000 tested, 0.7% active; AID 686940;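 active means inhibition above a per-plate cutoff, mean inhibition of test wells between control levels plus 3 SD, cut at about 38% in these data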;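 further: cells cotransfected with COUP-TFII expression vector driving the NGFI-A reporter; 0% = median of COUP-TF2 test wells and 100% = reporter-only cells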
NCOA1 inh – inhibits human SRC1 coactivator. HEK293 GAL4-SRC1 luciferase reporter, luminescence. inhibition, % at 3.6 µM. 360,000 tested, 0.12% active. AID 588354;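 active means inhibition above the campaign mean plus 3 SD, with each screening campaign given its own cutoff, cut at about 60% in these data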;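 further: 0% = DMSO treated cells and 100% = gossypol at 36 µM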
KKLEB cytotox – counter-screen for CF NF-kB inhibitors: cytotoxicity. 360,000 tested, 0.36% active. activity change (cytotoxicity), % at 5 µM. AID 602141. KKLEB CF airway cells viability, ATPlite luminescence, overnight; active compounds read low; cells stimulated with P. aeruginosa culture filtrate;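 active means corrected activity change at or below -50% at 5 µM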
SRC3 inh – inhibits human SRC3 coactivator; Q9Y6Q9; HEK293 GAL4-SRC3 luciferase reporter, luminescence; inhibition, % at 3.6 µM; 360,000 tested, 0.17% active; AID 588352;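 active means inhibition above a per-campaign cutoff, the mean of all compounds plus 3 SD, cut at about 60% in these data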;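 further: 0% = DMSO-treated cells and 100% = gossypol-treated cells at 36 µM; higher means less SRC3-driven luciferase light from the GAL4 reporter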
SRC2 inh – inhibits human steroid receptor coactivator 2; 370,000 tested, 0.17% active; Q15596; AID 651957; inhibition, % at 9 µM; HEK293 GAL4-SRC2 luciferase reporter, luminescence;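 active means inhibition above the mean inhibition of all tested compounds plus 3 SD, set per campaign, cut at about 52% in these data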;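 further: 0% = DMSO treated cells and 100% = cells given Gossypol at 36 µM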
Target sequence (Q15596 whole entry, looked up, the tested form may be a part): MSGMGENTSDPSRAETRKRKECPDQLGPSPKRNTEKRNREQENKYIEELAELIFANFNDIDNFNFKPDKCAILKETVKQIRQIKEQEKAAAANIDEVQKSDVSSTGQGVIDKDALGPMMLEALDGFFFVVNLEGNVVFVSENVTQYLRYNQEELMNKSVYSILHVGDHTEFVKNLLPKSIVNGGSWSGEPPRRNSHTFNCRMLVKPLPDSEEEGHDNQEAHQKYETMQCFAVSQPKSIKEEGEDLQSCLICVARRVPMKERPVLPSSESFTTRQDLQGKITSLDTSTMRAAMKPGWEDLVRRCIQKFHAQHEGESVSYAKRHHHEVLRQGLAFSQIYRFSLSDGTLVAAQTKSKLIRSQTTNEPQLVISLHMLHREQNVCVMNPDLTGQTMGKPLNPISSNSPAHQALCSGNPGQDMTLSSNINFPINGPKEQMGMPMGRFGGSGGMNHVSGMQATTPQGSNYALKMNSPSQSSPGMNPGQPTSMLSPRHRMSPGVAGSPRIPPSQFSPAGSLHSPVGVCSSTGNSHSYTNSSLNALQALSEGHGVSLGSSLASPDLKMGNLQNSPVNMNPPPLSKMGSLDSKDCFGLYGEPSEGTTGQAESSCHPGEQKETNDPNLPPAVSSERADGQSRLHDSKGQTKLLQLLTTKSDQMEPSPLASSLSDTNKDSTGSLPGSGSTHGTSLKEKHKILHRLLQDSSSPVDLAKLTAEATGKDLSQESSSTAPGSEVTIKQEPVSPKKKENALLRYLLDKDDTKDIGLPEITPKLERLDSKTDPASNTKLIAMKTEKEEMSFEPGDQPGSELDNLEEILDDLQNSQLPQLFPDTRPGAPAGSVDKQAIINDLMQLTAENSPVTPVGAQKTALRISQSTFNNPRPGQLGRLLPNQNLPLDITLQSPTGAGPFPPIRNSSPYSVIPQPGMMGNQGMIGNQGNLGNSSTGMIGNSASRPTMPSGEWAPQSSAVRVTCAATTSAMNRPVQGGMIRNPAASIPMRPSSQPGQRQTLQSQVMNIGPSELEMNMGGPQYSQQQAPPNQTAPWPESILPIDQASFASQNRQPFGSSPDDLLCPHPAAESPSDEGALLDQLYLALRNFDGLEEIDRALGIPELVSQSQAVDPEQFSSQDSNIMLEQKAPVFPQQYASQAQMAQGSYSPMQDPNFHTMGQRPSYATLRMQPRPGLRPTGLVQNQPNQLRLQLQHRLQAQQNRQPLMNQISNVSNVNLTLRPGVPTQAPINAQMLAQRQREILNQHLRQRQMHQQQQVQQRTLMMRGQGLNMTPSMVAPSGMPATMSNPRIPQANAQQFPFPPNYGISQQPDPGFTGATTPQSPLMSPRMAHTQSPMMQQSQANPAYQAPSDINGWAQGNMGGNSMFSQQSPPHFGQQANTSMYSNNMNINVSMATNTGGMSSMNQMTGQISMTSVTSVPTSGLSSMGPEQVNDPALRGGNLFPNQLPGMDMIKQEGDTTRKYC
LMP1 NFkB inh – Epstein-Barr LMP1 NF-kappaB reporter inhibition | 350,000 tested, 0.69% active | inhibition, % at 12.5 µM | LMP1-induced NF-kappaB luciferase reporter cells, luminescence; in the data active means inhibition above about 41%;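 further: 0% = neutral control wells and 100% = reference inhibitor control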
LRH-1 inv ag – inverse agonists of human LRH-1 (NR5A2) | inhibition, % at 3.6 µM | 360,000 tested, 0.13% active | HEK293T StAR-luciferase reporter, LRH-1 transfected, 24 h | O00482;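 active means inhibition above the mean inhibition of all tested compounds plus 3 SD, cut at about 73% in these data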;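 further: 0% = DMSO wells and 100% = reporter-only cells lacking LRH-1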
TROY signal inh – inhibitors of TROY-dependent NF-kB signaling. Q293 LMP1-TROYcd NF-kB luciferase reporter, 4 h. inhibition, % at 10 µM. 360,000 tested, 0.98% active. AID 1347056;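 active means compounds whose plate-normalised and pattern-corrected inhibition of the luciferase reporter signal at the single screening dose is 50% or more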
C8 TRAIL sens – sensitizes caspase-8 expressing cells to TRAIL. NB7+C8 cells + TRAIL, ATPlite viability luminescence. inhibition (viability loss, TRAIL sensitization), % at 10 µM. 360,000 tested, 1% active;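 active means compounds causing at least 50% loss of cell viability in the single-dose screen, relative to plate controls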
CF NFkB inh – blocks PAF-induced NF-kB reporter in cystic fibrosis cells | KKLEB NF-kB-GFP reporter, GFP fluorescence overnight | inhibition, % at 5 µM | 360,000 tested, 0.86% active;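 active means at least 50% inhibition at 5 µM, scaled per plate between neutral and stimulator controls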;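 further: PAF is a Pseudomonas aeruginosa culture filtrate used as stimulus; plate controls were PAF-stimulated DMSO wells for no effect and unstimulated DMSO wells for full effect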
TWEAK-Fn14 inh – TWEAK-Fn14 signaling inhibition. TWEAK-stimulated Fn14 reporter cells, luciferase luminescence, 8 h. inhibition, % at 10 µM. 360,000 tested, 2% active; in the data active means inhibition above about 50%
Numbers without * were called inactive; x = not tested or not shown.

SMILES	COUP-TFII inh	NCOA1 inh	KKLEB cytotox	SRC3 inh	SRC2 inh	LMP1 NFkB inh	LRH-1 inv ag	TROY signal inh	C8 TRAIL sens	CF NFkB inh	TWEAK-Fn14 inh
Cc1cccc(NC(=O)CN2C(=O)N/C(=C\c3ccc(N4CCOCC4)cc3)C2=O)c1	0	-48	-4	-34	-48	-15	-43	-63	20	-1	-37
CCCC12CN3CC(C)(CN(C1)C3c1ccco1)C2=O (centres undefined)	-12	-1	11	10	-14	1	13	7	-3	-1	-1
CN1CCC(=NNC(=O)CN(c2ccccc2)S(=O)(=O)c2ccccc2)CC1	1	-7	7	3	-4	-3	5	0	-21	20	-5
C[C@@H](OC(=O)N1CCCCC1)[C@H]1O[C@]2(C)CCCC[C@H]1O2	-21	-22	5	8	-17	-3	16	-2	-8	-3	-2
O=c1oc2ccccc2cc1-c1nc2ccccc2o1	-47	-79	9	-80	-102	-26	-126	0	13	-14	20
N#Cc1cccc(C(=O)OCC(=O)NC(=O)NC2CCCCC2)c1	12	-10	-24	4	1	0	7	4	-5	13	10
O=C(CSc1nc2ccccc2c(=O)n1Cc1ccco1)NCc1ccco1	13	-15	0	3	8	0	4	4	11	2	12
N#CC(OC(=O)c1ccccc1)c1cccc([N+](=O)[O-])c1 (centres undefined)	3	-29	-4	-2	-25	-12	6	1	4	5	-1
Cc1ccc2[nH]ccc(=O)c2c1	-16	-12	-2	-8	-12	1	5	-2	-5	14	15
COc1cc(C(=O)NC(=S)NNC(=O)c2cnccn2)cc(OC)c1OC	7	27	4	32	10	15	38	5	11	-2	0
CN(CC(=O)N1CCN(c2ccc(F)cc2)CC1)S(=O)(=O)c1ccc(F)cc1	-6	-10	0	9	-11	0	-7	-3	6	11	1
OCCNc1nc(Nc2ccccc2)nc2ccccc12	-2	-2	-9	10	5	-3	9	-9	6	-9	-8
CCc1c(O)nc(SCC(=O)Nc2ccccc2C)[nH]c1=O	1	11	9	21	19	3	2	1	7	-3	1
COc1ccc(N2CCN(S(=O)(=O)c3ccc(-c4cc(C)no4)s3)CC2)cc1	8	-13	3	9	-27	1	16	-10	0	-13	-23
Cc1ccc(S(=O)(=O)N2CCCN(Cc3nc4ccccc4c(=O)[nH]3)CC2)cc1	1	-7	-1	4	-3	-1	8	-20	18	-12	-15
CCN(CC)C(=O)c1sc(NC(=O)c2ccc3c(c2)OCO3)c(C#N)c1C	-1	3	-4	5	-6	5	-6	-5	-4	-1	9
CCOC(=O)c1nc(-c2ccc(OC)c(OC)c2)no1	-11	-28	0	8	-23	0	4	7	0	-1	13
CC1=C(C(=O)N(C)C)CC(CC(=O)NCc2cccs2)C(=O)N1CCCN1CCCC1=O (centres undefined)	5	-15	15	-5	27	2	14	-9	-13	-17	-22
CC12CCC(=O)N1C(C(=O)N1CCN(c3cccc(Cl)c3)CC1)CS2 (centres undefined)	4	6	14	9	4	1	4	-4	-17	9	5
O=C1NCCN1C(=O)c1ccco1	-14	-1	-4	-21	6	-2	20	-5	4	-11	16
COc1ccccc1C1CCCN1Cc1nc(-c2cc3c(cc2Cl)OCO3)oc1C (centres undefined)	3	2	-8	5	-3	1	5	-8	1	13	-6
COC(=O)c1ccccc1NC(=O)c1ccc2c(c1)CC(C)O2 (centres undefined)	-13	-18	-11	2	-48	10	-21	-29	1	1	0
CSCCC1NC(=O)N(C(C)C(=O)Nc2cc(Cl)cc(Cl)c2)C1=O (centres undefined)	6	11	-7	14	-18	4	-11	6	7	-6	5
COCCNC(=O)CN(CC1CCCO1)C(=O)CCC(=O)Nc1ccccn1 (centres undefined)	11	-9	6	0	22	-4	12	-3	1	8	-4
Cc1ccc(NC(=O)CSCC(=O)NNC(=O)c2ccoc2C)cc1	7	-4	0	-24	-4	0	12	-26	-8	2	-5
O=C(CCN1C(=O)[C@@H]2Cc3ccccc3CN2C1=O)NCc1ccccc1	5	14	-2	4	11	x	-12	-12	-3	21	-6
O=C(O)CCc1nn2cc(-c3ccccc3)nc2[nH]c1=O	-14	-2	3	7	-8	-4	3	10	7	-3	-20
C/C(=N\Nc1ccc(Cl)cc1)c1ccncc1	-16	-24	3	-26	-29	8	19	-18	1	-19	-21
Cc1ccc(CN2C(=O)c3ccccc3Sc3ccc(C(=O)NCCCN4CCOCC4)cc32)cc1	-7	8	-17	7	-5	0	14	17	12	14	0
CC(=O)c1cccc(NC(=O)c2cc(-c3ccco3)nc3ccccc23)c1	6	-15	-8	-5	-32	4	10	19	4	-22	65*
COc1ccc(Br)cc1CN1CCN(C(=O)c2ccco2)CC1	5	2	-17	-1	10	1	5	-16	-5	12	4
O=S(=O)(c1ccc2ccccc2c1)N1CCN=C1SCc1cccnc1	4	-8	-6	-10	27	-6	-25	14	-2	1	-1
COC(=O)c1ccc(C(=O)N2CCCC(CNC(=O)c3ccc(F)cc3)C2)cc1 (centres undefined)	15	-4	-4	-14	-28	-5	-9	10	-6	4	-23
CCOC(=O)n1c(=O)n(C)c2ccc(Br)cc21	-17	-16	1	1	11	6	-2	-2	1	-3	-7
COc1cccc(/C=N/NC(=O)c2oc3nc(-c4ccccc4)cc(-c4ccco4)c3c2N)c1	-1	6	8	21	-18	9	6	6	4	-9	-2
CCn1c(NC(=O)c2ccccc2F)c(-c2cccs2)c(=O)c2ccccc21	12	-14	-1	26	1	-4	-2	-2	5	-4	3
CN1CCN(/C(=N\O)c2nonc2N)CC1	7	-15	5	-11	14	4	0	-15	-16	-1	2
CC(=O)c1cccc(N2C(=O)CC(N3CCN(S(=O)(=O)c4ccc(Cl)cc4)CC3)C2=O)c1 (centres undefined)	6	-1	1	-13	3	-4	10	-8	-11	-14	4
CC1CCCC(NC(=O)CCn2c(=O)oc3ccccc32)C1C (centres undefined)	-3	1	12	17	-8	6	-15	3	-4	6	-3
OCC[C@H]1C[C@@H](O)[C@H](O)[C@]2(Cc3ccccc3CO2)O1	7	8	3	-8	19	5	5	-24	-8	2	-5
COc1ccc2c(Cl)c(-c3nnco3)sc2c1	-1	-23	-6	-1	-10	2	3	-34	-7	-10	-54
CC(=O)/C(=N\Nc1cccc(Cl)c1)Sc1nnc(-c2ccccc2)n1-c1ccccc1	13	2	-10	14	13	-3	1	15	-8	4	-9
COc1ccc(NC(=O)CC2Nc3cccc4cccc(c34)NC2=O)cc1 (centres undefined)	-6	-6	1	-4	-6	4	19	19	-5	-20	24
CCNC(=O)CCC(=O)Nc1cc(Cl)ccc1C	8	12	2	-8	6	-4	-10	-10	0	-1	6
CCCCNc1nc2c(c(=O)n(C)c(=O)n2C)n1CCC	21	2	-12	9	-2	-3	-6	5	-1	6	14
COC(=O)Cc1c(C)nc2nc(-c3ccc(Cl)cc3)[nH]n2c1=O	-5	-6	-2	-3	9	1	-8	-56	30	-13	11
CC(C)c1c(C(=O)N/N=C/c2cccc(OCc3ccccc3)c2)nnn1-c1nonc1N	-16	-42	-7	-61	-8	-11	10	58*	-7	-8	43
COc1cccc(-n2c(SCC(N)=O)nc3ccccc3c2=O)c1	-14	2	2	11	-1	-4	10	-10	-6	13	2
CN1CCN(C(=S)NC(=O)/C=C/c2cccs2)CC1	10	-11	-3	23	11	-1	9	-13	16	10	-3
CC(C)(C)c1ccc(C(=O)OCC(=O)N2CCC(c3ccccc3)=N2)cc1	-4	10	-3	15	-16	1	2	6	9	-24	-15
CC(C)CCC(O)(c1ccccc1)C(CN1CCOCC1)c1ccccc1 (centres undefined)	-4	-6	-5	-7	17	2	11	14	10	2	13
COc1cccc(CN2CC(C(=O)NCCc3nccs3)CCC2=O)c1 (centres undefined)	-9	-13	8	8	-5	3	-5	-3	-3	-3	-7
Cc1nnc(SCc2ccccc2F)n1NCc1cccs1	-16	-6	0	-28	1	-4	-20	-30	-8	-12	-4
CC(=O)N1CCCc2cc(S(=O)(=O)N3CCCC(C)C3)ccc21 (centres undefined)	7	8	-6	-10	-12	0	15	-21	4	2	-14
COCCNC(=O)C1CCCN(C(=O)COc2ccc(Cl)cc2Cl)CC1 (centres undefined)	7	9	16	-7	11	x	16	-5	-6	-27	-3
O=C(CC(c1ccccc1)(c1ccccc1)c1ccccc1)N[C@@H](Cc1ccccc1)C(=O)O	3	-8	-5	-6	9	-3	6	2	10	1	-18
N#Cc1c(N)oc(-c2ccccc2)c1-c1ccccc1	6	4	1	-26	7	-7	-2	-1	-16	2	-2
Cn1c(SCC(=O)Nc2sccc2C(N)=O)nnc1-c1ccncc1	7	-14	7	1	7	11	-3	-10	2	0	21
CN1C(=O)c2ccc(NC(=O)CCS(=O)(=O)c3ccccc3)cc2C1=O	-10	-3	-5	8	-40	-8	-11	-11	-12	15	15
COCCCNC(=O)CCc1nc(-c2ccccc2Cl)no1	-5	-20	-6	5	-10	-8	-17	5	3	-14	-2

Record cards, from the list above. Values in the order: COUP-TFII inh | NCOA1 inh | KKLEB cytotox | SRC3 inh | SRC2 inh | LMP1 NFkB inh | LRH-1 inv ag | TROY signal inh | C8 TRAIL sens | CF NFkB inh | TWEAK-Fn14 inh
`CN1C(=O)c2ccc(NC(=O)CCS(=O)(=O)c3ccccc3)cc2C1=O` reads -10 | -3 | -5 | 8 | -40 | -8 | -11 | -11 | -12 | 15 | 15
`COCCNC(=O)C1CCCN(C(=O)COc2ccc(Cl)cc2Cl)CC1` (centres undefined) reads 7 | 9 | 16 | -7 | 11 | x | 16 | -5 | -6 | -27 | -3
`CC(=O)N1CCCc2cc(S(=O)(=O)N3CCCC(C)C3)ccc21` (centres undefined) reads 7 | 8 | -6 | -10 | -12 | 0 | 15 | -21 | 4 | 2 | -14

The list continues.
SMILES	COUP-TFII inh	NCOA1 inh	KKLEB cytotox	SRC3 inh	SRC2 inh	LMP1 NFkB inh	LRH-1 inv ag	TROY signal inh	C8 TRAIL sens	CF NFkB inh	TWEAK-Fn14 inh
Cc1ccc(NC(=O)c2cc(S(=O)(=O)N3CCCC3)c[nH]2)c(C)c1	13	9	0	5	-11	-1	0	-1	-3	-1	-13
COc1ccccc1C(=O)NNC(=O)c1ccc(Br)o1	-10	-85	3	-33	-22	-11	-67	-47	-31	3	-1
CC1CN(S(=O)(=O)c2ccc(NC(=O)c3cc(-c4ccccc4O)n[nH]3)cc2)CC(C)O1 (centres undefined)	18	-11	5	-4	4	20	6	62*	34	8	37
COc1ccc(-c2nn3cnnc3s2)cc1OC	-2	-9	-7	-17	-3	-3	5	-1	-10	5	-16
COCCOC(=O)c1c(C)oc2ccc(OCC=C(C)C)cc12	8	-3	-3	6	2	3	21	3	-24	-4	3
O=C(CSc1nnc(Cc2cc(=O)[nH]c(=O)[nH]2)n1-c1ccccc1)N1CCCc2ccccc21	4	-12	-7	-11	-7	-4	-13	9	5	-1	15
CC1=NC(C(F)(F)F)(C(F)(F)F)C2=C(CC(C)(C)CC2=O)N1Cc1ccco1	15	19	-2	28	2	-1	-1	-18	-2	18	9
CCN(CC)S(=O)(=O)c1ccc(S(=O)(=O)N2CCCC(C(=O)NC3CC3)C2)cc1 (centres undefined)	15	-2	2	-2	15	5	11	4	15	14	2
O=C(NCCO)C1(c2ccccc2)CCCC1	-6	4	-5	16	1	-6	24	-2	-7	-11	6
CCOc1ccc(/C=N/NC(=O)NC23CC4CC(CC(C4)C2)C3)cc1O	2	-8	0	-29	-5	8	14	20	0	0	-2
O=C(CN(Cc1ccccc1)S(=O)(=O)c1ccc(F)cc1)NCc1ccncc1	6	1	0	-6	-4	1	13	1	5	15	14
